Bioassay records (PubChem BioAssay)
HTRA1 inh: HTRA1 serine protease inhibitors, primary screen, biochemical, fluorescence polarization, HTS | AID 504803, 2011 | Q92743 | inhibition, % at 5.96 µM | 0.5% of 340,000 active | recombinant HTRA1, FP-rhodamine activity-based probe; in the data active means inhibition above about 36%;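 further: 0% = enzyme with DMSO and 100% = wells lacking enzyme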
Target sequence (Q92743 whole entry, looked up): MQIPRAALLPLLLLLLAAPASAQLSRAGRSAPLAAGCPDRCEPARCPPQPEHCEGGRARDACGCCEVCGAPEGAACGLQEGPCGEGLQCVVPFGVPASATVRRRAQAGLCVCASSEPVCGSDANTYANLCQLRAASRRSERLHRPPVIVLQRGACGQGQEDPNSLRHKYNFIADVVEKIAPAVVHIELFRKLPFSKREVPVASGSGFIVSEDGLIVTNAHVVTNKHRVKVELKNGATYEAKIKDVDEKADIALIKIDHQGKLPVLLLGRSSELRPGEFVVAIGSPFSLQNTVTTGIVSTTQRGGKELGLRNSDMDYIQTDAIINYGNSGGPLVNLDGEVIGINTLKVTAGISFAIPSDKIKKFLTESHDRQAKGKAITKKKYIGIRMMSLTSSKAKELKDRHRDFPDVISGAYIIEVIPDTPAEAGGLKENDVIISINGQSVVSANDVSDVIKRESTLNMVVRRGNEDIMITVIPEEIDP
LEDGF integ inh: blockers of LEDGF/p75-dependent integrase strand transfer – biochemical, TR-FRET, high throughput, primary screen | HIV-1 integrase (with human LEDGF/p75) | TR-FRET IN-LEDGF/p75 DNA integration, Eu/Cy5 | inhibition, % at 3.7 µM | 0.64% of 370,000 active | AID 743269, 2014;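 active means inhibition above the screen-wide mean plus 3 SD, cut at about 13% in these data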;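 further: signal is the Cy5 over europium emission ratio at 671 and 618 nm; 0% = plate median of compound wells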
mABHD4 FP: ABHD4 inhibitors, primary screen, biochemical, fluorescence polarization, mouse | (Lyso)-N-acylphosphatidylethanolamine lipase (Mus musculus), Q8VD66 | purified mABHD4, FP-Rh probe fluorescence polarization | inhibition, % at 8.92 µM | 0.54% of 370,000 active | AID 720543, 2013;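 active means inhibition exceeding the mean over every tested compound plus 3 SD, cut at about 30% in these data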;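 further: 0% = plate median of compound wells and 100% = S159A mutant with DMSO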
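Assay system: mABHD4 protein; medium: HEPES pH 7.0, NaCl, Pluronic buffer; dosing: 8.92 µM, single dose; schedule: 45 min + 60 min at 25 °C; signal: FP readout, ex 525 nm / em 598 nm; read-out: normalized percent inhibition of probe labeling; repeats: single replicate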
TCR CD3 inh: inhibitors of human TCR-CD3 interaction, primary screen, biochemical, fluorescence, TAMRA-labeled TCR probe | inhibition, % at 9.4 µM | 0.37% of 360,000 active; in the data active means inhibition above about 19%;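 further: recombinant mutant TCR 2C K166C tagged with TAMRA read by polarization; 0% = receptor in buffer alone and 100% = receptor with positive control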
NR1D1 modulator: modulators of Rev-erb alpha DNA binding, primary screen, biochemical, FITC-DNA, fluorescence polarization, uHTS; Nuclear receptor subfamily 1 group D member 1 (Homo sapiens), P20393; Rev-erbα–FITC-DNA binding, 90 min; 0.79% of 370,000 active; activity, % at 10 µM; AID 1259318, 2017;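 active means activity above about 14%, limit read from the data; passing the limit was not always enough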;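 further: 0% = DMSO wells with 35 nM protein and 100% = DMSO wells with 750 nM protein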
SIAE inh: human SIAE inhibitors, primary screen, biochemical, fluorescence polarization, FP-Rh probe, 1536-well HTS | Sialate O-acetylesterase (Homo sapiens), Q9HAT2 | SIAE FP-Rh probe binding | inhibition, % at 9.66 µM | 0.69% of 370,000 active | AID 1053197, 2014;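 active means inhibition above a cutoff: mean of compounds within the control limits plus 3 SD of those, cut at about 17% in these data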;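 further: 0% = plate median of compound wells and 100% = probe without SIAE protein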
Target sequence (Q9HAT2 whole entry, looked up): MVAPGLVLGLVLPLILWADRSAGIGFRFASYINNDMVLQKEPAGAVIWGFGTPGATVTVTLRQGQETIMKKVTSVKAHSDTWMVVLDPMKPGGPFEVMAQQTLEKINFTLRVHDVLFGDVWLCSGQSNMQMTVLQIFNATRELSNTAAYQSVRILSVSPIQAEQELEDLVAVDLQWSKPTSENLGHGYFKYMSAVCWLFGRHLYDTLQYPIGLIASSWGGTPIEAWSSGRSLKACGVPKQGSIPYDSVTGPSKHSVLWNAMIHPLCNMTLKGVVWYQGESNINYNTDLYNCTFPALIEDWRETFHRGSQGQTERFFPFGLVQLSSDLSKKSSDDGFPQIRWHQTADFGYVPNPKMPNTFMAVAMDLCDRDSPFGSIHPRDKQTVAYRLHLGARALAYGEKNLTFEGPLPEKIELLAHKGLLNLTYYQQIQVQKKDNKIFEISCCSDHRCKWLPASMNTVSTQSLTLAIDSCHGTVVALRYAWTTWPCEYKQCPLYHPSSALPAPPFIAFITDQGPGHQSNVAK
rCAG RNA binder: binders of r(CAG) RNA repeats, primary screen, biochemical, fluorescence; r(CAG) RNA repeat, TO-PRO-1 dye displacement fluorescence; inhibition, % at 3 µM; 1.3% of 370,000 active; AID 651821, 2012;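 active means inhibition above the plate cutoff, the mean of all test compounds on that plate plus 3 SD, cut at about 35% in these data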;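 further: 0% = DMSO alone and 100% = 100 µM mitoxantrone as full dye displacement; higher means more dye released from RNA so lower well fluorescence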
PG9 Ab binder: binders of HIV-1 gp120 antibody PG9, primary screen, biochemical, TR-FRET. HIV-1 gp120 / PG9 antibody interaction. TR-FRET gp120-PG9 antibody binding. inhibition, % at 6.7 µM. 0.43% of 360,000 active; in the data active means inhibition above about 8.5%
PRMT1 inh: PRMT1 methyltransferase inhibitors, primary screen, biochemical, fluorescence polarization. Protein arginine N-methyltransferase 1 (Homo sapiens), Q99873. recombinant PRMT1, activity-based probe fluorescence polarization. inhibition, % at 2.79 µM. 1.3% of 370,000 active. AID 652257, 2013;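 active means inhibition above about 21% made by adding two undisclosed values, limit read from the data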
TDP2 inh: human TDP2 enzyme inhibitors, primary screen, biochemical, epi absorbance, recombinant enzyme. T5PNP hydrolysis, p-nitrophenol absorbance 415 nm. inhibition, % at 12.8 µM. Tyrosyl-DNA phosphodiesterase 2 (Homo sapiens), O95551. 0.34% of 370,000 active;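 active means inhibition above the mean of all tested compounds plus 3 SD, set per campaign, cut at about 25% in these data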;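 further: 0% = DMSO with enzyme and 100% = buffer with substrate but no TDP2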
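System – recombinant human TDP2 · Amount – 120 nM TDP2 per well · Buffer or medium – Mg2+-containing Tris-HCl buffer, pH 7.5 · Reagent – T5PNP substrate, 5 mM · Dosing – 12.8 µM single point, 1% DMSO · Incubation – 2 h at 37 °C · Measured by – epi absorbance · Read-out basis – percent inhibition · Benchmarks – high control without enzyme, low control DMSO plus TDP2 · Repeats – singlicate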
Active calls of the source: *; . = not tested or not shown. This is a subset; count on the stated rates, not on these rows.

SMILES	HTRA1 inh	LEDGF integ inh	mABHD4 FP	TCR CD3 inh	NR1D1 modulator	SIAE inh	rCAG RNA binder	PG9 Ab binder	PRMT1 inh	TDP2 inh
Cc1ccc(NC(=O)CC2SC(=O)N(c3ccccc3)C2=O)cc1 (configuration not stated)	4	4	-4	-18	-1	5	37*	-1.1	14	7
CCn1c(C)c(Br)c(=O)c(C(=O)OC)c1-c1ccc(Cl)cc1	7	-4	1	-7	4	1	-4	1.1	6	3
CN1CCN(C(=O)C[C@H]2CC[C@H]3[C@@H](COC[C@@H](O)CN3C(=O)C3CCCC3)O2)CC1	.	-7	-16	-8	6	-5	-1	0.1	-2	-2
Cc1cc(C(=O)NCc2cccnc2)no1	-1	0	-4	6	-4	-3	0	0.1	4	-2
O=C1CC(N2CCN(S(=O)(=O)c3ccccc3F)CC2)C(=O)N1c1ccccc1F (configuration not stated)	7	2	18	-3	3	1	2	-2.4	16	5
CCC(C)N1CNc2c(c(=O)[nH]c(=S)n2-c2cccc(C)c2)C1 (configuration not stated)	-2	5	-13	-4	-3	-2	4	0.2	-3	-5
CCN(CC(=O)Nc1c(F)cccc1F)C(=O)C1CCN(S(=O)(=O)c2ccc(F)cc2)CC1	1	1	0	-9	3	1	-3	-1.9	-1	9
C/C(=N\NC(=O)Cc1ccc(Cl)cc1)c1cccnc1	-1	6	-2	6	-5	4	-1	0.0	-2	-3
Cc1ccc(C(=O)CSC2=C(C#N)C(c3ccco3)C3=C(CC(C)(C)CC3=O)N2)cc1 (configuration not stated)	1	2	8	3	-3	2	11	0.8	-2	-8
C[C@H](NC(=O)OCc1ccccc1)C(=O)NNC(=O)[C@H](C)NC(=O)OCc1ccccc1	0	-3	3	5	-2	0	0	0.2	-3	16
O=C(COc1ccc(Br)cc1)NCC1COc2ccccc2O1 (configuration not stated)	-4	-5	-22	-6	2	-5	1	0.4	6	-10
O=C(COC(=O)c1ccccc1-n1cnnn1)c1ccc(F)c(F)c1	-4	-1	0	0	0	-8	2	-0.9	-1	-2
C=CCN(CC(=O)Nc1cccnc1)S(=O)(=O)c1ccc(Cl)cc1	12	1	-14	-3	-8	-1	2	2.5	8	-6
C=CCn1nc(C(=O)N2CCOCC2)cc1-c1sc(NC(=O)c2ccccc2)nc1C	1	1	-4	1	0	0	3	0.7	4	-1
COc1ccc(S(=O)(=O)NCc2ccc(C(=O)N3CCN(Cc4ccccc4)CC3)cc2)cc1	-6	0	4	-3	-4	-2	-4	1.0	1	17
COc1ccc(CCNC(=O)CN2C(=O)COc3ccc(S(=O)(=O)N4CCOCC4)cc32)cc1OC	4	2	-3	-4	-1	-1	3	-0.9	0	-21
COCCCNC(=O)[C@@H](Cc1ccccc1)NC(=O)CC[C@H]1O[C@@H](n2ccc(=O)[nH]c2=O)[C@H](O)[C@@H]1O	.	-1	5	-6	-2	-1	0	4.9	7	10
CC(C)CN(CC(C)C)S(=O)(=O)N1CCC(C(=O)NCc2ccc3c(c2)OCO3)CC1	-9	1	0	10	.	7	-6	0.1	1	2
CCc1nc2c(OCc3ccccc3)cccn2c1N(C)C(=O)c1ccco1	.	-1	3	0	1	-4	-1	-0.4	-5	4
COc1ccc(-c2n[nH]c(=S)n2/N=C/C=C/c2ccccc2OC)cc1	-5	2	2	3	-4	-1	6	-1.3	0	-3
COC(=O)Cn1c(=O)sc2ccccc21	0	-2	-1	9	3	-4	3	-1.2	-4	8
COc1ccc(/C=N/Nc2nnc(C)n2N)cc1OC(C)=O	-2	32*	3	-2	2	3	-1	-0.8	4	42*
CCN(CC)S(=O)(=O)c1ccc(N=Nc2cc(C)cc(Br)c2O)cc1	14	1	3	-1	7	5	10	-1.8	1	-8
COc1ccc([N+](=O)[O-])cc1N(CC(O)Cn1nnc2ccccc21)S(=O)(=O)c1ccc(C)cc1 (configuration not stated)	-13	3	-9	6	-1	-9	9	-1.2	-2	-20

Of the compounds above, these contain bromine.
SMILES	HTRA1 inh	LEDGF integ inh	mABHD4 FP	TCR CD3 inh	NR1D1 modulator	SIAE inh	rCAG RNA binder	PG9 Ab binder	PRMT1 inh	TDP2 inh
CCn1c(C)c(Br)c(=O)c(C(=O)OC)c1-c1ccc(Cl)cc1	7	-4	1	-7	4	1	-4	1.1	6	3
O=C(COc1ccc(Br)cc1)NCC1COc2ccccc2O1 (configuration not stated)	-4	-5	-22	-6	2	-5	1	0.4	6	-10
CCN(CC)S(=O)(=O)c1ccc(N=Nc2cc(C)cc(Br)c2O)cc1	14	1	3	-1	7	5	10	-1.8	1	-8

Remaining list, next part:
SMILES	HTRA1 inh	LEDGF integ inh	mABHD4 FP	TCR CD3 inh	NR1D1 modulator	SIAE inh	rCAG RNA binder	PG9 Ab binder	PRMT1 inh	TDP2 inh
Cc1cc(C)n(CCC(=O)N/N=C/c2c(O)ccc3ccccc23)n1	25	1	-1	-4	3	4	8	2.4	-3	-32
O=C(CNC(=O)C1COc2ccccc2O1)N/N=C\c1ccc(Cl)cc1 (configuration not stated)	-5	-5	-1	-8	1	2	-3	0.8	1	-10
COC(=O)c1sc(=S)n(-c2ccc(Cl)cc2)c1C	-15	2	0	0	0	1	-4	2.0	3	10
CC(C)CNC(=O)C(=O)NCC1OCCN1S(=O)(=O)c1cccs1 (configuration not stated)	7	-2	2	1	-2	1	2	0.3	-1	1
COc1ccc(C)cc1N1CC(C(=O)Nc2ccccc2N2CCCCC2)CC1=O (configuration not stated)	-4	-1	3	5	4	-3	-2	-0.8	1	-1
O=C(CCN1CCN(c2ccccc2)CC1)NNC(=O)Cc1ccccc1Cl	0	-3	0	-3	-1	4	1	-1.4	2	6
COc1ccccc1N1CCN(S(=O)(=O)CCNC(=O)C2CCCCC2)CC1	3	-1	4	7	-4	6	-7	0.4	-1	1
Cc1c(OCC(=O)NC2CC(C)(C)NC(C)(C)C2)ccc2c3c(c(=O)oc12)CCC3	3	5	5	4	-1	3	9	1.3	-3	11
Cc1cc(C)nc(SCc2c(F)cccc2Cl)n1	-2	-2	-5	1	7	2	-6	-1.5	-1	5
Cc1ccc(C(=O)N2CCC3(CC2)Oc2ccc(F)cc2C(=O)C32CC(c3ccccc3)=NO2)s1 (configuration not stated)	-41	-2	-12	5	-1	-11	9	-2.0	-1	-10
O=S(=O)(Nc1ccc2nc(N3CCOCC3)sc2c1)c1ccccc1	2	-1	0	-4	4	8	2	0.2	-2	-3
O=C(CC(NC(=O)C(F)(F)F)c1ccccc1)Nc1nnc(CCc2ccccc2)s1 (configuration not stated)	-25	-2	-8	-3	1	-47	1	-1.2	2	6
CCc1ccc(-c2cc(C(=O)N/N=C/c3ccccn3)[nH]n2)cc1	-1	-2	-23	-4	6	-17	1	0.7	2	-6
CC(=O)N1c2ccc3ccccc3c2C(C)CC12CCCCC2 (configuration not stated)	-23	0	-4	0	5	0	-1	0.2	-3	-3
CN(C)C(=O)CCc1ccc2c3c([nH]c2c1)[C@]1(CCc2ccccc2)[C@@H](C(=O)N2CCCCC2)C[C@H](CC(=O)NC(C)(C)C)C(=O)N1CC3	-2	7	-5	-2	2	7	4	-0.8	-5	0
Cc1ccccc1C(=O)NN1C(=O)CSC1=S	-6	2	-74	-22	-5	-4	7	1.8	7	-20
CN(C)c1ccc(-c2nn3c(-c4ccco4)nnc3s2)cc1	.	4	2	.	-25	7	10	.	-3	4
O=C(O)CNC(=O)c1ccc(OC(F)F)cc1	4	2	1	2	0	6	2	-0.9	3	5
O=C(CNCc1ccccc1Cl)Nc1cc(S(=O)(=O)N2CCOCC2)ccc1Cl	-6	7	3	-12	0	-1	1	-0.6	-2	-15
O=c1[nH][nH]c2c1[C@H](c1ccc(Cl)cc1)O[C@H](C1CCCC1)C2	.	1	20	-5	-3	9	20	-1.3	2	4
c1ccc(CNC2CC3CCC2C3)cc1 (configuration not stated)	-2	0	4	11	-4	2	3	0.9	0	0
Cc1nc2sccn2c(=O)c1S(=O)(=O)N1CCN(c2cccc(C(F)(F)F)c2)CC1	-9	-3	-5	-2	-5	-1	-1	-1.4	5	4
C#CCOCCOCCOCCNc1nc(N2CCN(C(=O)C([C@@H](C)CC)n3cc(C(N)CO)nn3)CC2)nc(N2CCN(C(=O)C([C@@H](C)CC)n3cc(C(N)COC(=O)C(F)(F)F)nn3)CC2)n1 (some centres not stated)	.	-2	7	2	-4	1	-2	-1.4	-2	-2
O=C(CCCN1C(=O)c2cccc3cccc(c23)C1=O)N1CCN(c2ccc(F)cc2)CC1	-3	-4	1	1	2	-5	-1	0.8	6	-1
CC(C)Oc1cccc(C(=O)Nc2ccc(N3CCN(S(C)(=O)=O)CC3)cc2)c1	6	-3	0	-7	-8	-1	-2	2.8	2	3
Cc1ccc(C(=O)c2c3ccccc3[n+]([O-])n2CCO)cc1	-9	-3	-8	3	2	-5	-8	-2.9	0	-9
CC(=O)Nc1ccc(S(=O)(=O)NCCC(=O)Nc2ncccc2C)cc1	9	2	3	10	-2	5	-1	-1.8	0	0
NC(=O)c1ccc(NC(=O)COC(=O)/C=C/c2cccs2)cc1	0	4	0	5	0	-7	-3	-2.3	2	0
CN(C)CCCNc1oc(-c2ccccc2Cl)nc1S(=O)(=O)c1ccccc1	7	-2	2	4	-13	3	-5	-0.5	-1	4
CCOc1ccc(CN(C)CC(=O)NCc2ccccc2Cl)cc1	0	0	-7	5	7	-4	-9	0.0	-7	10
COc1ccc(OC)c(NC(=O)CCNC(=O)c2ccco2)c1	-1	1	0	7	2	0	-2	-0.3	1	-22
Cc1cc(NCCOCCO)n2ncc(-c3ccc(Cl)cc3)c2n1	5	2	2	-3	-7	5	10	2.2	-1	-2
CC(C)(C)CN1C(N)=NC[C@@H]1c1ccccc1	-2	0	-11	5	-5	-13	1	0.6	5	3
OC1(CN2CCOCC2)C2CN3CCN(C2)CC1(c1ccccc1)C3 (configuration not stated)	2	-2	0	5	-3	12	2	-1.7	0	-1
COc1ccc(-c2c(C)n([O-])c(C)c(C)[n+]2=O)cc1	-2	-2	0	-5	-2	-3	-2	0.1	0	2
COc1ccc(S(=O)(=O)n2nc(OC(=O)c3ccccc3)cc2N)cc1	18	1	-6	2	4	0	3	0.1	1	0
Cc1ccc2nc3c(c(C(=O)OCC(=O)NC4CCS(=O)(=O)C4)c2c1)CCCC3 (configuration not stated)	-4	1	-1	8	0	-1	-4	-3.1	0	-6
